PI4K2A inh = PI4K2A (human) kinase inhibition | purified PI4K2A, ADP-Glo luminescence, 1 h; stronger effect = lower value | activity change, negative = inhibition, % at 76.9 µM | 420,000 tested, 0.13% active | AID 1346378; in the data active = activity change below about -50%; inconclusive = mostly about -30% to -49%;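 note: -100% = wells without enzyme as full effect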
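Compounds are screened against recombinant PI4K2A using PI as substrate and ATP, the latter dispensed at 300 microM. Reactions run one hour at ambient temperature before ADP-Glo detection; full inhibition defined by wells lacking enzyme.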
HP1b chromo inh = inhibitors of HP1-beta chromodomain binding to methylated histone tails; P83916; AlphaScreen HP1-beta / biotin-H3K9me3 peptide binding; 390,000 tested, 0.56% active; Potency, µM (titrated, usually from 114 µM), for the others: at the highest dose activity change, negative = inhibition, usual class: inhibitors; note: potency is the fitted concentration of half-maximal effect; nearly all actives have a fitted effect of over 70% in size; inactives centre near 23
Target sequence (P83916 whole entry, looked up): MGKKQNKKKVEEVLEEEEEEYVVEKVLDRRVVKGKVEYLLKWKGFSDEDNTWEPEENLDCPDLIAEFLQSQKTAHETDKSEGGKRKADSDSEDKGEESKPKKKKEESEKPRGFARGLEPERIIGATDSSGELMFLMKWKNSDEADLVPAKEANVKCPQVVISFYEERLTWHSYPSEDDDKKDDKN
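HP1-beta protein (50 nM final) preincubated 30 min at room temperature with biotinylated H3(1-18)K9me3 peptide (50 nM) in PBS pH 7.4, 0.01% Tween-20, then compound added for 30 min. AlphaScreen streptavidin donor/nickel chelate acceptor beads (10 ug/mL final), 30 min dark, luminescence read.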
12-LOX inh = blocks human arachidonate 12S-lipoxygenase. P18054. purified 12hLO, xylenol orange hydroperoxide absorbance. 580,000 tested, 1.1% active. Potency, µM (titrated, usually from 108 µM), inactives show at the highest dose activity change, negative = inhibition, usual class: inhibitors; note: potency is the fitted concentration of half-maximal effect; % is set by controls: 0 for no effect and ±100 for the full control effect
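Purified human 12hLO (150 nM final) in 25 mM Hepes, 0.01% Triton X-100, pH 7.0 was preincubated 15 min at room temperature with compound. Then 40 uM arachidonic acid was added, 30 min. Hydroperoxide was read by Fe-XO absorbance ratio 573/405 nm.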
BAZ2B block = blocks human BAZ2B; AlphaScreen BAZ2B-H3K14Ac peptide displacement; Potency, µM (top dose mostly 114 µM), for inactives: at the highest dose activity change, negative = inhibition, actives largely listed as inhibitors; 360,000 tested, 4.4% active; Q9UIF8; AID 504333; note: potency is the fitted concentration of half-maximal effect; % is set by controls: 0 for no effect and ±100 for the full control effect; nearly all actives have a fitted effect of over 60% in size
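BAZ2B (50 nM) with biotin-H3(5-23)K14Ac peptide (50 nM) in PBS pH 7.4, 0.01% Tween-20, preformed 30 min, then compound 30 min at room temperature; top concentration 110uM. AlphaScreen streptavidin donor/nickel chelate acceptor beads (10 ug/mL final), 20 min dark, signal read.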
RGS4 inhibitor = blocks human RGS4-accelerated GTP hydrolysis; P49798; Transcreener GDP fluorescence polarization, RGS4-accelerated GTP hydrolysis; Potency, µM (doses to about 114 µM), without a hit: top-dose activity change, negative = inhibition, hits mostly inhibitors; 390,000 tested, 0.039% active; AID 504845; note: potency is the fitted concentration of half-maximal effect; % is set by controls: 0 for no effect and ±100 for the full control effect; nearly all actives have a fitted effect of over 75% in size; some results filed as inactive show a strong effect at the top dose
Target sequence (P49798 whole entry, looked up): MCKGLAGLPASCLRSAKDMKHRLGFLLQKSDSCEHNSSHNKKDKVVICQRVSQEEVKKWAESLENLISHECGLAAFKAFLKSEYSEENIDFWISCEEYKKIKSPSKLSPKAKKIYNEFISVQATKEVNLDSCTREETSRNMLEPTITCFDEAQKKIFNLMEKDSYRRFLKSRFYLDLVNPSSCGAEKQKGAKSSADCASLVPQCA
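MLSMR compounds (23 nl, pin-transferred) preincubated 10 min at room temperature with a 500nM (2x) first reagent, then RGS4 at 900nM (2x) plus Transcreener GDP mix added; fluorescence polarization (620/688 nm) read before and after 90 min at 30 °C.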
G9a inh = G9a (human) methyltransferase inhibition. Potency, µM (series often up to 102 µM), without a hit: top-dose activity, negative = inhibition, most hits filed as inhibitors. 350,000 tested, 8.8% active. G9a H3K9 monomethylation, AlphaScreen, 2 h. Q96KQ7; note: potency is the fitted concentration of half-maximal effect; % is set by controls: 0 for no effect and ±100 for the full control effect; nearly all actives have a fitted effect of over 75% in size
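AlphaScreen detection with an anti-monomethyl H3K9 antibody quantified product after a 2 h room-temperature reaction containing 500 nM biotinylated H3K9 peptide, 20 µM SAM and 20 nM enzyme, which had been preincubated 15 min with compound.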
JMJD2A Tudor = inhibitors of human JMJD2A Tudor domain; AlphaScreen JMJD2A-Tudor / H3K4me3 peptide binding; O75164; Potency, µM (series often up to 114 µM), without a hit: at the highest dose activity change, negative = inhibition, most hits filed as inhibitors; 390,000 tested, 4.4% active; note: potency is the fitted concentration of half-maximal effect; % is set by controls: 0 for no effect and ±100 for the full control effect; nearly all actives have a fitted effect of over 50% in size
GLS inh = glutaminase GLS (human) inhibition | O94925 | GLS enzymatic activity, qHTS titration | Potency, µM (top dose mostly 45.5 µM), for inactives: at the highest dose activity change, negative = inhibition, most hits filed as inhibitors | 410,000 tested, 0.21% active | AID 624170; note: potency is the fitted concentration of half-maximal effect; % is set by controls: 0 for no effect and ±100 for the full control effect
Target sequence (O94925 whole entry, looked up): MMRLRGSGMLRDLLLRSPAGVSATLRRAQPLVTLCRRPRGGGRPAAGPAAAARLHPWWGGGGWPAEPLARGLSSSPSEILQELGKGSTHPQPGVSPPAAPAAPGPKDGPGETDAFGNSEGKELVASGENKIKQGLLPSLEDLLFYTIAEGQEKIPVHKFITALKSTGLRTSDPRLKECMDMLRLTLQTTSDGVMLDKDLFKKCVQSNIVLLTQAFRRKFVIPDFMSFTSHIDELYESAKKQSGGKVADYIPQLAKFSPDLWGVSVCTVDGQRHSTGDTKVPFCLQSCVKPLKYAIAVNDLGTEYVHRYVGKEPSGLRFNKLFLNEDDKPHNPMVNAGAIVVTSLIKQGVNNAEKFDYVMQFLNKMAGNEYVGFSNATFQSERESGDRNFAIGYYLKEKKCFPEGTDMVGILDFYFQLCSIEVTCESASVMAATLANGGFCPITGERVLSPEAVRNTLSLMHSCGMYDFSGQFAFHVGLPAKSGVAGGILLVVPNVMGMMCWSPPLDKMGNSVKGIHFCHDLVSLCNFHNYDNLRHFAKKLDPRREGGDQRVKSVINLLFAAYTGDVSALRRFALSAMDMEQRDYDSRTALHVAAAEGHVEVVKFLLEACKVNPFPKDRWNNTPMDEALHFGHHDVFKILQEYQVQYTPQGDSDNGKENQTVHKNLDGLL
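Compounds were pin-transferred onto hKGA, after which L-glutamine (1 mM solution) and a detection mix of glutamate oxidase, HRP and Amplex Red were added. Initial and 30 min RT fluorescence reads were collected.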
ERG-DNA inh = inhibitors of human ERG Ets domain-DNA interaction | AID 624246 | 370,000 tested, 0.028% active | fluorescence polarization, His-ERG Ets domain / labelled DNA | Potency, µM (series often up to 76.9 µM), for the others: top-dose FP activity, negative = inhibition, most hits filed as inhibitors | P11308; active = well fitted inhibition curve with a large enough effect in the polarisation, with a control signal flat; inconclusive = small, poorly fitted or top-dose-only effect, or effect the other way, or a change in a side signal; inactive = no such curve, though single readings can be large or run the other way; the % refers to the polarisation;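 note: polarization taken with two DNA probes labelled with fluorescein and Texas red; potency is the fitted concentration of half-maximal effect; % of control where 0% means no effect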
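His-tagged ERG Ets domain (1 uM in the protein solution; 300mM KCl, 50mM Tris-HCl, 1mM EDTA, 1mM DTT, pH 7.5) received compound, then a probe mix of 5 nM fluorescein-DNA and 100nM Texas-615-DNA. Fluorescence polarization was read for both dyes.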
* marks the source's active call; other numbers are inactive results; i = inactive; u = inconclusive; x = not tested or not shown; & = joins results of further samples; [ ] = dose if it differs, or a comment. Unless noted, calls come from the whole dose curve; as a rule, active = well fitted curve in the direction sought with a large enough effect; inconclusive = small, poorly fitted or top-dose-only effect, or another doubt; inactive = no such curve, though single readings can be large; an effect the other way counts as inactive or inconclusive.

Under each structure: PI4K2A inh | HP1b chromo inh | 12-LOX inh | BAZ2B block | RGS4 inhibitor | G9a inh | JMJD2A Tudor | GLS inh | ERG-DNA inh
Cc1nn(C)cc1S(=O)(=O)NC1CCCC1
    5 | 4% | 3% | -17% | 4% | -9% | -11% | 5% | -6%
O=C(Nc1ccc2c(c1)OCO2)c1c(F)cccc1F
    -2 | 13% | 2% | -17% | 9% | -4%[59 µM] | -15% | 4% | -8%
Cc1onc(-c2c(F)cccc2Cl)c1C(=O)N1CCCCC1
    3 | -13% | -31% | -24% | -17% | 25% | -6% | 0% | -3%
CN(C(=O)CSc1ncn[nH]1)C1(C#N)CCCCC1
    -9 | 39% | 168%[activator] | x | 10% | x | -1% | -2% | 3%
CCCOC(=O)c1cccc(NC(=O)CSc2nnc3cc(C)c4ccccc4n23)c1
    1 | 33% | -7% | -2% | 30% | -20%[59 µM] | -7% | -5% | 1%
Cc1ccc(NC(=O)COC(=O)c2ccc3c(c2)OCO3)cc1S(=O)(=O)N1CCCCC1
    0 | -3% | 13% | -1% | -8% | 0%[59 µM] | -15% | -2% | 3%
COc1ccccc1NC(=O)/C(=C/c1ccncc1)NC(=O)c1ccccc1
    5 | -18% | -18% | 6% | -1% | 2% | -10% | -1% | -9%
CC(C)COP(=O)(c1ccc(N(C)C)cc1)C(O)c1cccnc1 (configuration not stated)
    5 | 34% | 60%[activator] | -5% | 7% | 7% | -9% | 21% | -1%
CCOC(=O)c1ccc(NCCOC)c([N+](=O)[O-])c1
    1 | 34% | -8% | -29% | -14% | -37% | -10% | -3% | 8%
COc1ccc(OC)c(NC(=O)CNC(=O)Cn2c(C)cc3ccccc3c2=O)c1
    1 | 23% | -8% | 5% | -35% | -6% | -13% | -7% | -1%

Pulled by structure from above:
Under each structure: PI4K2A inh | HP1b chromo inh | 12-LOX inh | BAZ2B block | RGS4 inhibitor | G9a inh | JMJD2A Tudor | GLS inh | ERG-DNA inh
Cc1nn(C)cc1S(=O)(=O)NC1CCCC1
    5 | 4% | 3% | -17% | 4% | -9% | -11% | 5% | -6%
O=C(Nc1ccc2c(c1)OCO2)c1c(F)cccc1F
    -2 | 13% | 2% | -17% | 9% | -4%[59 µM] | -15% | 4% | -8%
CC(C)COP(=O)(c1ccc(N(C)C)cc1)C(O)c1cccnc1 (configuration not stated)
    5 | 34% | 60%[activator] | -5% | 7% | 7% | -9% | 21% | -1%
COc1ccccc1NC(=O)/C(=C/c1ccncc1)NC(=O)c1ccccc1
    5 | -18% | -18% | 6% | -1% | 2% | -10% | -1% | -9%
CCOC(=O)c1ccc(NCCOC)c([N+](=O)[O-])c1
    1 | 34% | -8% | -29% | -14% | -37% | -10% | -3% | 8%

Later entries
Under each structure: PI4K2A inh | HP1b chromo inh | 12-LOX inh | BAZ2B block | RGS4 inhibitor | G9a inh | JMJD2A Tudor | GLS inh | ERG-DNA inh
COc1ccc(NC(=O)CN(C)CC(=O)NCc2ccc(C)cc2)cc1
    -1 | 18% | 184%[activator] | -4% | 16% | 18%[12.7 µM] | -14% | -3% | -5%
COc1ccc(OC)c(CNC(=O)c2cc3c(=O)oc4ccc(C)cc4c3s2)c1
    -1 | 28% | -8% | -11% | -9% | -1%[59 µM] | -9% | -5% | -14%
NNC(=O)COc1cccc(C(F)(F)F)c1
    1 | 15% | 15% | x | 29% | 46% | -7% | -14% | 1%
O=C(CCC(=O)N1CCN(S(=O)(=O)c2ccccc2Cl)CC1)c1ccccc1
    -1 | 38% | 14% | 10% | -3% | 10% | -11% | -1% | -1%
COc1ccccc1N1CCN(C2CC(=O)N(c3cccc(Cl)c3)C2=O)CC1 (configuration not stated)
    -3 | 58%[activator] | -9% | -5% | -14% | 1%[0.501 µM] | -6% | 9% | -1%
CC(NC(=O)c1cccs1)c1ccc2c(c1)OCO2 (configuration not stated)
    8 | 17% | -19% | 4% | -1% | 9%[59 µM] | -12% | -1% | -5%
S=C(NCCC1=CCCCC1)Nc1ccc(Cl)cc1
    8 | 19% | -14% | -9% | 2% | -13%[59 µM] | -12% | 7% | x
COc1ccc2c(c1)C(=O)N(CCc1ccc(S(=O)(=O)NC(=O)NC3CCCCC3)cc1)C(=O)C2(C)C
    0&2 | 36% | i | -19% | 3% | 23%[12.7 µM] | -2% | 9% | -7%
O=C(N/N=C/c1coc2ccccc2c1=O)c1cn(-c2ccccc2)nc1-c1ccc(F)cc1
    4 | 27% | u | 1% | -7% | 77%[activator][59 µM] | -26% | 13% | -1%
COc1cccc(C2=NN(C(=O)c3ccco3)C(O)(C(F)(F)F)C2)c1 (configuration not stated)
    2 | 68%[activator] | 18% | 2% | -29% | 6% | 7% | -3% | 2%

Carrying on.
Compound	PI4K2A inh	HP1b chromo inh	12-LOX inh	BAZ2B block	RGS4 inhibitor	G9a inh	JMJD2A Tudor	GLS inh	ERG-DNA inh
Cc1cc(C)c(S(=O)(=O)NCC23C=CC(O2)C2C(=O)N(c4ccccc4)C(=O)C23)c(C)c1 (configuration not stated)	4	u	-4%	u	u	-15%[0.501 µM]	50µM*	-27%	3%
COc1cc(OC)cc(C(=O)NCCc2cnc[nH]2)c1	-1	10%	i	5%	15%	14%	-5%	-1%	17%
CC(C)(O)C#CC#CCN1CCOCC1	-7	15%	0%	4%	45%	3%[12.7 µM]	-9%	7%	0%
CC(=O)N1CCCc2ccc(NS(=O)(=O)c3ccc(F)cc3F)cc21	-1	36%	-11%	-5%	9%	-4%[12.7 µM]	-1%	3%	2%
Cc1ccc(O)c(CNc2cnc3ccccc3c2)c1	-3	29%	-8%	u	-46%	8%	-11%	-5%	15%
CN(CCC#N)C(=O)COC(=O)c1ccccc1C(=O)c1ccc(Cl)c([N+](=O)[O-])c1	3	-13%	-23%	-6%	-50%	-2%	-31%	3%	-11%
NS(=O)(=O)c1cccc(NC(=O)COC(=O)CCc2ccccc2)c1	-3	-8%	201%[activator]	-3%	-7%	0%	-13%	5%	0%
Fc1ccc(-c2cn3cc(C(F)(F)F)cc(Cl)c3n2)cc1	-9	35%[activator]	0%	-3%	-6%	5%[59 µM]	-3%	-7%	-10%
COc1ccc(C(=O)Nc2ccc(Cl)cc2C(=O)NCCN2CCOCC2)cc1	-9	19%	-25%	-3%	-28%	18%[12.7 µM]	-5%	6%	2%
CCOC(=O)c1ccc(NC(=O)CC2Nc3ccccc3NC2=O)cc1 (configuration not stated)	-2	30%	-21%	-14%	-10%	-25%[59 µM]	-7%	4%	2%
NNC(=S)Nc1ccccc1Cl	-6	27%	9%	-13%	-11%	-106%[59 µM]	-28%	19%	3%
CC(C)(C)c1ccc(OCCC(=O)OCC(=O)NC2CC2)cc1	-3	28%	-1%	-2%	-6%	23%[12.7 µM]	9%	0%	7%
Cc1cc(N2C(=O)C(O)=C(C(=O)c3cc4ccccc4o3)C2c2ccc(OC(C)C)cc2)no1 (configuration not stated)	0	15%	u	-16%	31%	35µM*	-3%	0%	-2%
CC(=O)Cc1nsc(NC(=O)c2ccc(-c3ccc(Cl)c(Cl)c3)o2)n1	3	32%	7%	-13%	-9%	6%	-18%	31%[activator]	-23%
O=C(NCC1CCCO1)c1cn(Cc2ccccc2Cl)nc1-c1ccccc1 (configuration not stated)	0	21%	5%	6%	-25%	-25%	-7%	-9%	9%
O=C1/C(=C/c2cccs2)SC(=S)N1CCCC(=O)N(CCO)c1ccccc1	3	5%	-13%	-17%	-23%	14%[59 µM]	-22%	-3%	4%
Cc1cccc(CSc2ncc(Cl)c(C(=O)Nc3nc4ccc(F)cc4s3)n2)c1	-2	15%	-8%	0%	9%	7%[59 µM]	-26%	2%	0%
CCOC(=O)c1cc2c(=O)n3ccccc3nc2n(Cc2ccco2)c1=NC(=O)c1ccccc1OCC	-1	16%	-18%	x	5%	-50%	-3%	-15%	-9%
Cn1nc(C(=O)Nc2sccc2C(N)=O)ccc1=O	15	20%	28%	8%	3%	u	-6%	0%	-2%
CCCS(=O)(=O)N1CCC(N2CCN(Cc3ccc(F)cc3)C(=O)C2=O)CC1	-9	24%	-16%	-10%	15%	-4%[12.7 µM]	1%	2%	-5%
COc1ccc(OC)c(-c2cc(C(=O)NC(C)c3ccccc3)no2)c1 (configuration not stated)	0	24%	u	0%	9%	2%[59 µM]	-16%	7%	-2%
CCOC(=O)c1ccc(S(=O)(=O)N2CCNCC2)cc1	-3	25%	0%	-4%	20%	-12%	-35%	8%	-2%
CC1CCC(NC(=O)CSc2nnnn2C)CC1 (configuration not stated)	-6	37%	80%[activator]	-3%	-10%	-27%[59 µM]	-6%	2%	-7%
NS(=O)(=O)c1cccc(NC(=O)CN2CCC(Cc3ccccc3)CC2)c1	4	-6%	-15%	-20%	-26%	-26%	-23%	3%	-1%

These rows are one share of the data; rates above refer to the full screens.
